High-throughput results (PubChem)
Mcl1-Noxa inh: Mcl-1/Noxa interaction inhibition. Q07820. inhibition, % at 21.7 µM. TR-FRET Mcl-1/Noxa peptide binding, 2 h. 220,000 tested, 1.5% active;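 active = compounds that cut the protein-peptide binding signal by more than 50% relative to plate controls in a single-dose test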;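 also: His-tagged Mcl-1 with rhodamine Noxa BH3 peptide and terbium anti-His antibody; 0% = Mcl-1 plus Noxa peptide wells and 100% = peptide-only wells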
Target sequence (Q07820 whole entry, looked up): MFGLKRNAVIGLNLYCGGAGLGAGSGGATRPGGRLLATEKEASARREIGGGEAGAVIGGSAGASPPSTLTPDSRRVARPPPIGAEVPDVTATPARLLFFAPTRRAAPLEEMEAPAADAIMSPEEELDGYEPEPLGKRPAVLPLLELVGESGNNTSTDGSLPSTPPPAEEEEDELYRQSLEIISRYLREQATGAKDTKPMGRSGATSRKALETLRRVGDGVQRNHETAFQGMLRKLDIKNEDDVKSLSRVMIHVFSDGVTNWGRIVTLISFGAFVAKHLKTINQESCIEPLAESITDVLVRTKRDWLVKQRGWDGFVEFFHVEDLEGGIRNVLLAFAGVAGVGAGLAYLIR
Cdc42 wt GTP: human Cdc42 wildtype GTP binding change, either direction. GST-Cdc42 beads, Bodipy-GTP binding, flow cytometry; actives lie on both sides. 190,000 tested, 0.2% active. AID 761. percent activity (GTP binding), % at 10 µM;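 active = percent activity GTP binding at least 20 points away from the 100% baseline, either down as inhibitor or up as activator; inconclusive = compound flagged as likely green fluorescent from well-wide comparison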;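 also: median bead fluorescence of bound Bodipy-FL-GTP at 100 nM; 0% = excess unlabeled GTP control and 100% = no compound control; below 100% means less GTP binding so inhibitor and above means activator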
Target sequence (P60953 whole entry, looked up): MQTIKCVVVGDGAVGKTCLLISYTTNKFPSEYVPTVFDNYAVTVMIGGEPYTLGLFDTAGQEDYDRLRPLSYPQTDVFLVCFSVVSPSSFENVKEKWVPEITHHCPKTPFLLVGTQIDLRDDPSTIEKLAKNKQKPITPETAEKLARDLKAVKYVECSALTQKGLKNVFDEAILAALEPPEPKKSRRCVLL
Rab2A wt mod: changes GTP binding to wildtype dog Rab2A, up or down; GST-Rab2 wt beads, Bodipy-GTP binding, flow cytometry; 190,000 tested, 0.19% active; GTP binding activity, % at 10 µM; P61105; AID 760;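 active = GTP binding activity at least 20 points away from 100%, either lowered or raised; inconclusive = signal likely due to the compound's own green fluorescence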;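 also: 0% = beads with excess unlabeled GTP and 100% = no-compound control corrected for plate trend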
Rac1 wt GTP bind: human Rac1 wildtype GTP binding, inhibitors and activators; 190,000 tested, 0.27% active; AID 757; P63000; GTP binding activity (% of control), % at 10 µM; GST-Rac1 beads, fluorescent GTP binding, flow cytometry; actives lie on both sides; 0 = cold GTP competed, 100 = untreated;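 active = GTP binding activity at least 20 points away from the 100% control level, either lower or higher; inconclusive = compound flagged as likely green fluorescent, judged across all proteins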
Mcl1-Bid inh: Mcl-1/Bid interaction inhibition. Q07820. TR-FRET Mcl-1/Bid-Dy647 peptide binding, 1536-well. inhibition, % at 21.7 µM. 220,000 tested, 0.97% active. AID 1021;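 active = compounds that cut the binding signal by more than half at the single screening dose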;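 also: His-tagged Mcl-1 with europium anti-His antibody binding Bid BH3 peptide; 0% = Mcl-1 plus peptide wells and 100% = peptide-only wells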
GSH bead fluor: GSH bead compound fluorescence profile | GSH beads flow cytometry, compound fluorescence 488/530 nm; hits give high values | fluorescence (KMESF) at 10 µM | 190,000 tested, 0.25% active | AID 1776; in the data active = fluorescence above about 89;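 also: glutathione beads carrying GST-tagged Bcl family fusion proteins plus one bare bead set; values are compound well signal with DMSO vehicle wells as background; inactives centre near 16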
HRas wt GTP bind: changes GTP binding to wildtype human HRas. P01112. GST-Ras wt beads, Bodipy-FL-GTP binding, flow cytometry; actives lie on both sides. GTP binding activity, % at 10 µM. 190,000 tested, 0.14% active;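 active = GTP binding activity at least 20% away from the 100% baseline, either lowered as inhibitor or raised as activator; inconclusive = flagged as likely green fluorescent, judged across all proteins in the well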;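 also: 0% = unlabeled GTP competition control and 100% = no-compound control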
Target sequence (P01112 whole entry, looked up): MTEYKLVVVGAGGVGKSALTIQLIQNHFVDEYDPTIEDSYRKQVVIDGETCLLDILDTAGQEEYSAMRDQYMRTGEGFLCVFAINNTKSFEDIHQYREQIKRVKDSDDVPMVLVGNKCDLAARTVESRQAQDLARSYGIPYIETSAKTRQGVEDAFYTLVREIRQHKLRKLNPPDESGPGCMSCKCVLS
Rab7 wt GTP bind: dog Rab7 wildtype GTP binding, inhibitors and activators; GST-Rab7 beads, fluorescent GTP binding, flow cytometry; actives lie on both sides; untreated = 100%, excess cold GTP = 0%; GTP binding activity (percent of control), % at 10 µM; 190,000 tested, 0.055% active; AID 758;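 active = fluorescent GTP binding to Rab7 beads changed by at least 20 points from the 100% baseline, either direction, mostly lower; inconclusive = compound itself probably fluorescent, or too few beads counted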;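 also: median green fluorescence of bound Bodipy-FL-GTP per Rab7 bead population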
Rac1 act GTP bind: alters GTP binding to activated mutant human Rac1 | percent activity (GTP binding), % at 10 µM | AID 764 | P63000 | GST-Rac1 activated beads, fluorescent GTP binding, flow cytometry; actives lie on both sides; 100% means binding = to untreated wells | 190,000 tested, 0.11% active;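 active = GTP binding at least 20 percentage points away from the 100% baseline, in either direction, so actives lie on both sides; inconclusive = Compound likely fluorescent itself, or too few beads counted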
Pf gametocyte: kills late stage P. falciparum gametocytes. P. falciparum stage V gametocytes, ATP luminescence, 24 h. inhibition, % at 10.9 µM. 150,000 tested, 0.065% active. AID 743093;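 active = inhibition above the mean plus 3 SD of compounds within the control limits, set per campaign, cut at about 38% in these data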;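 also: 0% = DMSO wells and 100% = medium only without gametocytes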
Avidin bead fluor: avidin bead compound fluorescence profile; fluorescence (KMESF) at 10 µM; AID 1775; 220,000 tested, 0.38% active; Avidin beads, compound fluorescence 488/530 nm, flow cytometry; hits give high values; in the data active = fluorescence above about 47; also: inactives centre near 10
Starred values were filed as active, the others as inactive; ? = inconclusive; . = no result given.

A first look (three entries):
SMILES	Mcl1-Noxa inh	Cdc42 wt GTP	Rab2A wt mod	Rac1 wt GTP bind	Mcl1-Bid inh	GSH bead fluor	HRas wt GTP bind	Rab7 wt GTP bind	Rac1 act GTP bind	Pf gametocyte	Avidin bead fluor
O=C(Nc1ccc(O)c(-c2nc3ccccc3o2)c1)C1(c2ccc(Br)cc2)CCCC1	-118	98	100	101	-14	11	98	99	99	10	11
CNC(=O)CCn1nc(-c2ccccc2)c2ccccc2c1=O	-1	102	100	104	-7	55	102	102	99	.	5
Cc1c(Cc2ccccc2)sc(N)c1C(N)=O	28	104	100	108	-3	10	103	101	101	.	9

All compounds of this part, repeating the preview:
SMILES	Mcl1-Noxa inh	Cdc42 wt GTP	Rab2A wt mod	Rac1 wt GTP bind	Mcl1-Bid inh	GSH bead fluor	HRas wt GTP bind	Rab7 wt GTP bind	Rac1 act GTP bind	Pf gametocyte	Avidin bead fluor
O=C(Nc1ccc(O)c(-c2nc3ccccc3o2)c1)C1(c2ccc(Br)cc2)CCCC1	-118	98	100	101	-14	11	98	99	99	10	11
CNC(=O)CCn1nc(-c2ccccc2)c2ccccc2c1=O	-1	102	100	104	-7	55	102	102	99	.	5
Cc1c(Cc2ccccc2)sc(N)c1C(N)=O	28	104	100	108	-3	10	103	101	101	.	9
CC(=O)OCC(=O)NCC(=O)c1c[nH]c2ccccc12	3	107	103	108	-8	18	103	97	100	.	11
Cc1ccc(NC(=O)CN(C)C(=O)CSc2nncn2C)cc1	-5	101	101	107	-32	36	103	102	98	-14	7
CC(=O)NC(Cc1ccc(F)c(F)c1)C(=O)NC1CCN(c2nnnn2-c2ccccc2)CC1 (stereo not given)	12	98	100	103	0	17	98	102	100	-15	14
C=CC(O)(C#CCN(CC)CC)c1ccccc1 (stereo not given)	.	96	93	92	-6	36	96	96	90	.	13
CC(C)CNC(=O)CSc1nc2nn(-c3ccccc3)c(=O)c-2c2n1CCCCC2	12	97	94	99	-7	15	97	99	96	4	13
Cc1cc2c(c(SCC(=O)NCCc3ccccc3)n1)C(=O)OC2	-14	102	99	102	0	14	100	100	99	.	8
Cc1ccsc1/C=N/NC(=O)CNC(=O)c1cccc([N+](=O)[O-])c1C	1	95	95	97	-5	15	97	98	96	-19	28
CC(C)CCNCC(O)CON=C1c2ccccc2-c2ccccc21 (stereo not given)	20	92	98	94	-11	8	97	96	95	5	11
Cc1cc(N2CCOCC2)nc2cc(O)ccc12	-1	103	103	104	-18	16	102	100	100	.	27
Cc1c(Cl)cccc1NC(=O)Cn1cccc1	-4	105	104	107	-31	12	104	103	101	21	11
CCc1ccc(NS(=O)(=O)c2ccc3[nH]c(=O)[nH]c3c2)cc1	2	94	95	95	-15	23	93	96	93	8	15
C=CCn1c(-c2ccc(N)cc2)nc2ccccc21	7	100	99	105	-20	18	101	101	100	.	7
O=C(CCCN1C(=O)c2cccnc2C1=O)N1CC(=O)N(CCc2ccccc2)C(=O)C1	15	102	96	103	-17	77	99	93	102	.	11
COc1cc(C(=O)Nc2cccc(-c3nc4cc(C)ccc4o3)c2C)cc(OC)c1OC	-12	103	102	105	9	53	102	103	100	.	10
COc1ccc(NC(=O)/C=C/c2ccc(F)cc2)cn1	7	100	99	103	-6	11	100	102	101	-36	13
O=c1ccc(-c2n[nH]c(=S)n2-c2ccc(F)c(Cl)c2)n[nH]1	17	94	92	100	-32	15	96	96	93	.	11
Cc1cc(C)c(S(=O)(=O)NCCCN2CCOCC2)cc1Br	0	106	103	108	-30	15	103	104	101	.	8
O=C(CSc1nnc(Nc2ccccc2F)s1)NCc1ccco1	30	103	102	100	-54	22	102	102	100	.	8
O=C(CSc1nnc(NC(=O)Cc2ccccc2)s1)NCc1ccco1	20	105	100	103	-14	16	97	97	96	-8	9
Cc1cc(C(=O)N2CC(C)CC(C)C2)n(-c2ccccc2)n1 (stereo not given)	-10	98	98	98	-7	13	99	96	96	.	7
CCc1ccc(CCC(=O)Nc2sc3c(c2C#N)CCCC3)o1	10	99	99	108	-58	8	102	99	99	-2	6
CCn1c(NC)cc(=O)n(C)c1=O	4	96	96	102	-3	21	95	99	100	.	15
COc1ccc(NC(=O)C(=O)NCCCn2ccnc2)cc1	12	97	97	99	-9	24	96	96	96	.	12
CCOC(=O)/C(N)=C/c1ncc(C(F)(F)F)cc1Cl	-15	102	101	103	-59	19	101	104	100	-12	12
CCCCC(=O)Nc1ccc(C(=O)NNC(=O)CCCOc2ccc(Cl)cc2Cl)cc1	-14	102	97	100	-27	12	99	97	100	11	13
Nc1nonc1-c1nc2ccccc2n1CC(=O)O	15	103	100	104	0	38	101	101	98	.	12
O=C(Cc1ccccc1F)NCC(c1ccco1)N1CCCCC1 (stereo not given)	9	92	95	97	-20	17	97	97	94	-7	23

Compound profiles, from the list above. Screens in order: Mcl1-Noxa inh | Cdc42 wt GTP | Rab2A wt mod | Rac1 wt GTP bind | Mcl1-Bid inh | GSH bead fluor | HRas wt GTP bind | Rab7 wt GTP bind | Rac1 act GTP bind | Pf gametocyte | Avidin bead fluor
Cc1cc(C(=O)N2CC(C)CC(C)C2)n(-c2ccccc2)n1 (stereo not given) is listed with -10 | 98 | 98 | 98 | -7 | 13 | 99 | 96 | 96 | . | 7
O=C(CSc1nnc(Nc2ccccc2F)s1)NCc1ccco1 is listed with 30 | 103 | 102 | 100 | -54 | 22 | 102 | 102 | 100 | . | 8
Cc1cc(C)c(S(=O)(=O)NCCCN2CCOCC2)cc1Br is listed with 0 | 106 | 103 | 108 | -30 | 15 | 103 | 104 | 101 | . | 8
O=C(CCCN1C(=O)c2cccnc2C1=O)N1CC(=O)N(CCc2ccccc2)C(=O)C1 is listed with 15 | 102 | 96 | 103 | -17 | 77 | 99 | 93 | 102 | . | 11
O=C(CSc1nnc(NC(=O)Cc2ccccc2)s1)NCc1ccco1 is listed with 20 | 105 | 100 | 103 | -14 | 16 | 97 | 97 | 96 | -8 | 9

The listing continues.
SMILES	Mcl1-Noxa inh	Cdc42 wt GTP	Rab2A wt mod	Rac1 wt GTP bind	Mcl1-Bid inh	GSH bead fluor	HRas wt GTP bind	Rab7 wt GTP bind	Rac1 act GTP bind	Pf gametocyte	Avidin bead fluor
COc1ccc(C2NC(=O)N(C)C3=C2C(=O)CC(C)(C)C3)cc1OC (stereo not given)	5	98	98	99	0	8	98	100	97	.	4
CCOCCCNS(=O)(=O)c1ccc2c(c1)CCN2C(C)=O	-4	97	99	102	-19	27	97	99	100	.	14
Cn1cccc1/C=C1\SC(=S)N(NC(=O)c2cccc(Cl)c2)C1=O	14	?	?	?	-36	5	?	?	?	-2	2
CSc1nc(-c2ccccc2)nn1S(=O)(=O)c1ccc(Cl)cc1	19	99	100	102	-1	12	98	98	95	.	9
O=C(NN1C(=O)C2CC=C(Cl)CC2C1=O)c1ccncc1 (stereo not given)	-5	96	94	98	-82	22	92	92	94	-5	10
Cc1cc(NC(=O)c2cc(CC(C)C)on2)no1	0	99	99	100	-3	19	98	99	99	.	6
COC(Cn1c(-c2cccc(S(=O)(=O)N(C)C)c2)n[nH]c1=S)OC	19	97	100	99	-31	13	98	100	97	3	11
O=C(O)CNS(=O)(=O)c1cc(Cl)c(Cl)cc1Cl	.	92	91	90	0	28	92	92	91	.	10
C/C(N)=C(/C#N)C(=O)COC(=O)C1Cc2ccccc2CN1S(C)(=O)=O (stereo not given)	32	97	98	100	-42	17	98	96	97	.	7
COCCn1c(SCc2cc(C(C)=O)ccc2OC)nc2cc(Cl)ccc2c1=O	4	99	96	102	-4	23	96	96	97	-20	9
CC(=O)N1CCc2cc(S(=O)(=O)N3CCc4ccccc4C3)ccc21	18	100	100	99	-27	6	102	98	97	-28	9
CCCS(=O)(=O)N1CCC(C(=O)N2CCN(Cc3ccccc3)CC2)CC1	6	103	100	100	-10	27	101	102	98	.	11
COc1ccc(-n2cnnc2SCC(=O)Nc2cccc(S(=O)(=O)N3CCCCC3)c2)cc1	14	100	100	102	-12	6	101	99	96	20	2
COc1ccc2c(C)cc(SC3CCOC3=O)nc2c1 (stereo not given)	2	94	98	96	-54	16	94	97	94	14	5
CCOC(=O)/C(=C\Nc1ccccc1C(F)(F)F)Sc1ncc(C(F)(F)F)cc1Cl	11	?	?	?	4	54	?	?	?	5	9
Clc1ccccc1OCc1nn2c(-c3ccncc3)nnc2s1	4	103	103	105	6	29	101	97	100	.	24
CC(C)(C)c1ccc(C(=O)Oc2ccc3c(c2)OCC3=O)cc1	0	101	100	103	-1	16	101	101	98	-15	8
CCN1CCN(CCCNC(=O)c2ccc3c(c2)NC(=O)c2ccccc2S3)CC1	-3	99	101	103	-1	26	99	100	98	.	5
CSCCC(C(=O)Nc1ccc2c(c1)OCO2)N1C(=O)c2ccccc2C1=O (stereo not given)	12	101	99	104	-95	55	99	102	99	.	8
COc1ccc(OC2OC3COC(C)(C)OC3C(O)C2NC(C)=O)cc1 (stereo not given)	-12	103	103	106	-10	17	104	103	99	-1	8
O=C(c1cc2c(s1)CCCC2)n1cccn1	-3	100	101	103	3	27	101	99	99	.	5
CC1C(=O)CCC1(C(=O)O)c1ccccc1 (stereo not given)	2	100	98	101	-14	13	98	97	99	-42	49*
CCOC(=O)c1c(C)[nH]c(C(=O)CN2C(=O)NC(C)(c3ccc(C)cc3)C2=O)c1C (stereo not given)	4	100	97	101	1	12	96	101	99	.	19
COc1cccc(N=C2CC(C)(C)CC(=O)/C2=C(/O)c2ccccc2)c1	-20	97	98	98	-5	20	97	97	98	-39	6
CCCCSc1nnc(CCC)n1N	-5	99	98	100	1	18	96	96	93	15	22
CCOc1cc(C(N)=O)cc(Br)c1OCc1ccccc1	6	101	98	97	-9	16	100	104	97	6	10
CCOC(=O)C1=C(CNCc2ccc(C)cc2)NC(=O)NC1c1ccc(OC)cc1 (stereo not given)	-35	103	104	108	6	24	101	104	101	-33	33
CCOC(=O)C1CCCN(Cc2cn(C)nc2-c2ccc3c(c2)OCCO3)C1 (stereo not given)	7	102	98	100	-6	14	99	98	98	8	11
CC(C)N=C(NC#N)SCC(=O)NC(C)(C)C	-1	103	101	104	-16	26	101	100	99	-7	11
O=C1C=C(NCCN2CCOCC2)CC(c2ccccc2)C1 (stereo not given)	-18	107	109	106	-20	17	107	101	102	-25	14
